KOR beta-arrestin-1 – KOR antagonists, beta-arrestin recruitment, cell-based, luminescence, uHTS (AID 1778); KOR beta-arrestin recruitment, luminescence, antagonist mode; higher % means a stronger effect; inhibition, % at 10 µM, or IC50 in µM where a hit was titrated; 290,000 compounds, 0.091% hits; in the data active = inhibition above about 50%; note: strong numbers were not always called active
SIAH1 antagonists – blockers of Siah-1 interaction with plectin peptide – biochemical, fluorescence polarization, rhodamine-plectin, uHTS, primary screen (AID 1817); displacement, % at 20 µM; hits with a dose series show IC50 in µM; Siah-1 / rhodamine-plectin peptide fluorescence polarization; higher % means a stronger effect; 290,000 compounds, 0.02% hits;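 active = displacement of at least 50% at 20 µM, with a fluorescence ratio check between 0.3 and a set limit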;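 note: plate controls were Siah plus tracer with DMSO for no effect and tracer alone without Siah for full effect; strong numbers were not always called active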
GPR55 antagonists – GPR55 antagonists blocking LPI-driven arrestin recruitment, primary screen, imaging, U2OS, beta-arrestin-GFP, LPI agonist (AID 2013). one-dose inhibition, % at 10 µM; IC50 in µM for titrated hits. 290,000 compounds, 0.13% hits. U2OS GPR55 beta-arrestin-GFP translocation imaging, LPI antagonism; higher % means a stronger effect;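 active = spots per cell inhibited over 60%, with over 100 cells counted and total cytoplasm intensity under 500,000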;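 note: U2OS cells stably carrying GPR55 and arrestin-GFP stimulated by 5 µM LPI near EC80; imaged beta-arrestin-GFP aggregate spots per cell after agonist stimulation; plate controls were LPI-stimulated DMSO wells for no effect and DMSO wells without LPI for full effect; some results filed as inactive read as strong as hits; confirmed hits need IC50 under 10 µM and bright autofluorescent wells are also inconclusive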
GPR55 beta-arrestin – selective activators of receptor GPR55 – imaging, U2OS cells, beta-arrestin-GFP redistribution, primary screen (AID 1961); 290,000 compounds, 0.048% hits; U2OS GPR55 beta-arrestin-GFP redistribution imaging; higher % means a stronger effect; one-dose activation, % at 10 µM; EC50 in µM for titrated hits;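 active = activation above 40% with more than 50 cells counted in the well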;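 note: U2OS osteosarcoma cells stably expressing GPR55 and beta-arrestin-GFP; plate controls were DMSO negative control for no effect and LPI positive control for full effect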
GPR35 arrestin U2OS – GPR35 antagonists blocking zaprinast-driven arrestin recruitment, primary screen, imaging, U2OS, beta-arrestin-GFP, zaprinast agonist (AID 2058); U2OS GPR35 beta-arrestin-GFP translocation imaging, zaprinast antagonism; higher % means a stronger effect; inhibition, % at 10 µM; hits with a dose series show IC50 in µM; 290,000 compounds, 0.052% hits;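 active = inhibition of at least 50% with at least 30 cells and total cytoplasm GFP at most 10,000,000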
KOR beta-arrestin-2 – kappa opioid receptor activators – cell-based, luminescence, uHTS, primary screen (AID 1777) | KOR beta-arrestin recruitment, luminescence; higher % means a stronger effect | one-dose activation, % at 10 µM; EC50 in µM for titrated hits | 280,000 compounds, 0.02% hits; in the data active = activation above about 50%, passing the limit was not always enough; note: a part of the inactive calls stands beside numbers as strong as those of hits
AID2073 – inhibitors of Mint1-CaV2.2 protein interaction, biochemical, HTRF (AID 2073) | HTRF protein-protein interaction, Mint1-CaV2.2; higher % means a stronger effect | inhibition, % at 20 µM; hits with a dose series show IC50 in µM | 290,000 compounds, 0.19% hits; in the data active = inhibition mostly above about 51%, no sharp cut-off; note: some results filed as inactive read as strong as hits
HIV peptide binding – cell-free HIV fusion peptide-binding blockers – biochemical, uHTS, fluorescence dequenching, primary screen (AID 1986) | cell-free peptide binding, fluorescence dequenching, 30 min; higher % means a stronger effect | inhibition, % at 20 µM; hits with a dose series show IC50 in µM | 290,000 compounds, 0.3% hits; in the data active = inhibition mostly above about 52%, no sharp cut-off; inactive = mostly below about 76%; note: some results filed as inactive read as strong as hits
NOD1 inhibition – NOD1 signaling inhibitors, primary screen, cell-based, luminescence, uHTS (AID 1578); NOD1-driven NF-kB luciferase reporter cells, luminescence; higher % means a stronger effect; 290,000 compounds, 1% hits; one-dose inhibition, % at 4 µM; EC50 in µM for titrated hits; in the data active = inhibition mostly above about 36%, no sharp cut-off; inactive = mostly below about 34%;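 note: HEK-293T reporter cells stimulated with the NOD1 agonist gamma-tri-DAP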
* marks the source's active call; other numbers are inactive results; . = no result given; [ ] = another dose, or the depositor's remark. Only part of the results is shown; count on the stated rates, not on these rows.

Order of results: KOR beta-arrestin-1, SIAH1 antagonists, GPR55 antagonists, GPR55 beta-arrestin, GPR35 arrestin U2OS, KOR beta-arrestin-2, AID2073, HIV peptide binding, NOD1 inhibition
> CC1CCCN(c2nc3ccccc3nc2C(C#N)S(=O)(=O)c2cccs2)C1 (configuration not stated)
    -59%, 2%, 10%, -0.1%, -8%, -1.0%, -12%, 12%, 13%
> COC(=O)c1ccc(/C=N/Nc2nc(-c3ccc(C)cc3)cs2)cc1
    -69%, 1%, 7%, 0.0%, 6%, -5.6%, 16%, -0.9%, -17%
> C=CCn1c(C)c(/C=C/c2cc[n+](C)cc2)c2ccccc21
    -8%[20 µM], -10%, 54%, -0.1%, 2µM*, -5.8%, 2%, 103%*, .
> COc1ccc(NC(=O)CCS(=O)(=O)c2ccc(Cl)cc2)cc1
    -26%, 0%, -5%, 0.3%, 0%, -1.6%, 10%, 0.0%, -2%
> CC1CCN(C(=O)COC(=O)c2ccccc2NC(=O)c2ccco2)CC1
    12%, -5%, 11%, -0.2%, 19%, -0.3%, -6%, -1.4%, -2%
> Cc1cccc(N2CCC(NCc3c(C(=O)N4CCCCC4)nc4c(C)cccn34)CC2)c1
    -64%[20 µM], -3%, 15%, 0.3%, -1%, -2.6%, -18%, 3.2%, -27%
> CN1C(=O)[C@H]2[C@@H](C3CC3)N3C(=O)CN(CC4CC4)C(=O)[C@@]3(C)[C@H]2C1=O
    26%[20 µM], -1%, -14%, -0.1%, -4%, -3.5%, 3%, 0.7%, 14%
> COC(=O)c1ccc(N=C2S/C(=C\c3cc(C)n(-c4cccnc4)c3C)C(=O)N2C)cc1
    -6%, 2%, 13%, -0.1%, 5%, -0.2%, 1%, -4.2%, -4%
> NCCNC(=O)c1c(NC(=O)c2ccccc2)sc2c1CCCC2
    -7%, -5%, 4%, -0.1%, -6%, -0.3%, -3%, -0.7%, -10%
> Cc1ccc(CNC(=O)CCCC(=O)Nc2cc(C)on2)cc1
    4%[20 µM], 4%, -1%, -0.2%, -9%, -2.7%, 5%, 1.4%, -34%
> S=c1[nH]nc(COc2ccc(Cl)cc2)o1
    -26%, -1%, -23%, -0.2%, 11%, 3.0%, -12%, -2.1%, -7%
> O=C(Nc1nc2ccccc2[nH]1)c1ccccc1OC(F)F
    6%, 3%, -4%, -0.2%, -15%, -4.3%, -10%, 2.1%, -97%
> C=CCNc1nc(-c2ccc(O)c(C(N)=O)c2)cs1
    -19%, 5%, -6%, 0.0%, 10%, -2.4%, -2%, 7.4%, -32%
> CC(C)(C)NC(=O)COC(=O)c1ccccc1Nc1ccc(SC(F)F)cc1
    -33%, 0%, 1%, -0.4%, -7%, 0.9%, 9%, -1.3%, -40%
> Cc1nn(C)cc1/C=N/NC(=S)Nc1ccccc1
    8%, 5%, 6%, 0.0%, 19%, 3.4%, -31%, 7.6%, -29%
> N#Cc1c(-c2ccccc2)nc2n(-c3ccccc3)nc(C(=O)Nc3ccccc3)n2c1=O
    16%, 3%, 12%, -0.1%, -7%, -1.9%, 18%, 0.8%, 8%
> CCN(Cc1ccccc1)S(=O)(=O)c1c(C)[nH]c(C)c1C(=O)N1CCCC1
    -32%, -1%, 2%, -0.1%, 10%, 0.0%, 5%, -1.1%, -19%
> CCN(CC)C(=S)SCC(=O)c1ccccc1
    0%, -1%, ., 0.0%, 3%, 4.1%, -7%, -0.4%, -26%
> CO/N=C\CC(=O)Nc1ccc(F)cc1
    -14%, 6%, 3%, -0.2%, 6%, -1.4%, 3%, 0.6%, -19%
> O=C(OC(C(=O)NCC1CCCO1)c1ccc(F)cc1)c1ccco1 (configuration not stated)
    13%, 7%, 2%, -0.1%, -4%, -3.0%, 14%, -2.3%, 7%
> COc1ccc(CNC(=O)C[C@H]2C(=O)N(CCc3ccccc3)C[C@@H]2Cc2ccccc2)cc1
    26%[20 µM], 1%, 9%, 0.4%, 13%, -3.2%, -4%, 1.7%, -12%
> COCCOC(=O)c1ccc(NC(=O)COc2ccc([N+](=O)[O-])cc2)cc1
    -10%, -2%, 0%, 0.0%, 19%, -0.3%, 11%, 0.4%, -19%
> CN(C)C(=O)COc1ncnc2scc(-c3ccc(F)cc3)c12
    6%, 4%, 9%, 0.0%, 30%, -7.1%, 6%, 1.7%, -38%
> COc1ccc(C(O)Cc2nc3ccccc3n2C)cc1OC (configuration not stated)
    27%, 1%, 2%, -0.2%, -6%, 0.4%, 5%, -1.9%, -22%
> CCC(=O)c1ccc(N2CCN(C(=O)Cc3ccccc3)CC2)c(F)c1
    -22%, -5%, -1%, -0.3%, 17%, -5.6%, 1%, -1.5%, -18%
> CC(C)(C)NC(=O)CSc1nc2ccc(NC(=O)CSc3nnc(N)s3)cc2s1
    -31%, 21%, 9%, 0.4%, -12%, 6.9%, -2%, 0.5%, 25%
> N#CCCN1CCN(Cn2c3ccccc3c3ccccc32)CC1
    -1%, 2%, 5%, -0.2%, 3%, 1.8%, 2%, 3.3%, 6%
> CN(c1cccc2cccnc12)S(=O)(=O)c1ccccc1
    -17%, 3%, -4%, -0.1%, 2%, 8.7%, 4%, 0.3%, -2%
> O=C(CN1C(=O)N/C(=C\c2ccccc2OCc2ccc(C(=O)O)cc2)C1=O)Nc1ccccc1F
    -4%, 10%, 2%, 0.4%, -12%, -6.8%, 16%, 17%, -13%
> CNC(=O)CN1C(=O)NC(Cc2c[nH]c3ccccc23)C1=O (configuration not stated)
    -8%, 1%, 6%, 0.9%, 6%, -2.8%, -3%, 1.3%, -9%
> COc1ccc(C(C(=O)NC2CCCCC2)N(Cc2cccnc2)C(=O)c2snc(C(N)=O)c2N)cc1 (configuration not stated)
    17%, 0%, -13%, -0.1%, -2%, -4.7%, 2%, 0.0%, -2%
> CCOC(=O)c1c(C)[nH]c(C(=O)COC(=O)/C=C/c2ccc(O)c(OC)c2)c1C
    7%, 5%, 7%, -0.3%, -3%, -1.8%, 12%, -2.2%, 40%
> COc1ccc(C2Nc3ccccc3C(=O)N2Cc2ccccc2)cc1CN1CCOCC1 (configuration not stated)
    33%, 15%, 20%, -0.1%, 0%, 5.7%, 10%, -0.6%, -8%
> Cc1ccc(S(=O)(=O)Nc2cc(C(=O)NCCN3CCCC3)ccc2N2CCCCC2)cc1
    -17%, 0%, 13%, 0.3%, 9%, 3.2%, 1%, -4.4%, -2%
> O=C(c1ccco1)N1CCN(C(=O)C23CC4CC(CC(C4)C2)C3)CC1
    -12%, 5%, 5%, -0.1%, 6%, 2.9%, 10%, -0.9%, -44%
> CN(C)c1cc2c(c(N(C)C)c1)C(=O)c1ccccc1C2=O
    -10%, -6%, 8%, 0.0%, 23%, -1.4%, -20%, -0.6%, -23%
> O=C(C1=C(O)C(=O)N(c2ncccn2)C1c1ccc(Cl)c(Cl)c1)c1ccco1 (configuration not stated)
    -1%, -5%, 13%, -0.2%, 7%, 0.0%, 28%, -1.3%, -13%
> O=c1c2ccccc2nc(COc2ccccc2)n1/N=C/c1ccco1
    28%, -3%, 3%, -0.2%, 0%, -9.4%, 7%, -2.7%, -18%
> COC(=O)C1C(=O)C=C(Nc2ccc(F)cc2F)CC1c1ccccc1 (configuration not stated)
    19%, 0%, 4%, 0.2%, 7%, 9.4%, 13%, -0.1%, -30%
> COc1ccc(CC(NC(C)=O)C(=O)NC2CCN(C(=O)Nc3ccc(Cl)cc3)CC2)cc1OC (configuration not stated)
    19%, 2%, 4%, 0.0%, -7%, -3.7%, 4%, 0.4%, 0%

Arranged by heavy-atom count (rising): part of the list above
Order of results: KOR beta-arrestin-1, SIAH1 antagonists, GPR55 antagonists, GPR55 beta-arrestin, GPR35 arrestin U2OS, KOR beta-arrestin-2, AID2073, HIV peptide binding, NOD1 inhibition
> CC(C)(C)NC(=O)CSc1nc2ccc(NC(=O)CSc3nnc(N)s3)cc2s1
    -31%, 21%, 9%, 0.4%, -12%, 6.9%, -2%, 0.5%, 25%
> COc1ccc(C2Nc3ccccc3C(=O)N2Cc2ccccc2)cc1CN1CCOCC1 (configuration not stated)
    33%, 15%, 20%, -0.1%, 0%, 5.7%, 10%, -0.6%, -8%
> COc1ccc(C(C(=O)NC2CCCCC2)N(Cc2cccnc2)C(=O)c2snc(C(N)=O)c2N)cc1 (configuration not stated)
    17%, 0%, -13%, -0.1%, -2%, -4.7%, 2%, 0.0%, -2%

The list continues:
Molecule	KOR beta-arrestin-1	SIAH1 antagonists	GPR55 antagonists	GPR55 beta-arrestin	GPR35 arrestin U2OS	KOR beta-arrestin-2	AID2073	HIV peptide binding	NOD1 inhibition
CCc1[nH]nc(C(=O)N2CCCC(CCC(=O)N3CCN(c4ccccn4)CC3)C2)c1C (configuration not stated)	10%[20 µM]	-4%	98%	-0.1%	15%	.	-11%	-1.0%	-28%
C/C=C/C=C/C(=O)N1CC[C@]23c4ccccc4N[C@H]4N(C)c5cccc6c5[C@]42CCN([C@H]6C2OC2(C)C)[C@H]13 (some centres not stated)	38%	-2%	5%	0.6%	2%	-1.2%	3%	0.3%	3%
CC(=O)NS(=O)(=O)c1ccc(NC(=O)C2C3C=CC(C3)C2C(=O)O)cc1 (configuration not stated)	20%	-2%	6%	-0.2%	-4%	-1.9%	-2%	1.3%	-5%
Cc1ccc(NC(=O)Nc2ccc3c(c2)nc(C)n3C)cc1	-14%	10%	2%	0.6%	-9%	-1.8%	10%	2.5%	-9%
O=C(COC(=O)c1cccc(F)c1)NC1CC1	18%	8%	2%	0.3%	-7%	-2.4%	5%	0.3%	-30%
COc1ccc(-c2nc3ccccc3c(=O)o2)cc1OC	-52%	7%	-9%	0.8%	-4%	4.3%	15%	-4.2%	.

Only GPR35 arrestin U2OS, NOD1 inhibition and GPR55 beta-arrestin (two entries from above):
| mol | GPR35 arrestin U2OS | NOD1 inhibition | GPR55 beta-arrestin |
| --- | --- | --- | --- |
| COc1ccc(-c2nc3ccccc3c(=O)o2)cc1OC | -4% | . | 0.8% |
| O=C(COC(=O)c1cccc(F)c1)NC1CC1 | -7% | -30% | 0.3% |
